Screening results (PubChem BioAssay)
PrPC surface inh: inhibitors of human cell surface prion protein PrPC. 370,000 compounds, 0.43% hits. P04156. TR-FRET read-out. AID 720596. inhibition, % at 13.8 µM; in the data active = inhibition above about 24%; also: 0% = median of the test wells and 100% = reference compound wells
CCHFV vOTU inh: CCHFV vOTU protease inhibition; 370,000 compounds, 0.55% hits; AID 651958; Pep-AMC fluorescence; inhibition, % at 11.5 µM; in the data active = inhibition above about 30%; also: 0% = vehicle wells with enzyme and 100% = no enzyme wells
PfHsp40 rescue: restores yeast growth despite PfHsp40 toxicity | S. cerevisiae expressing PfHsp40, growth rescue, ATP luminescence | 340,000 compounds, 0.68% hits | AID 504582 | growth rescue, % at 12.5 µM; in the data active = growth rescue above about 28%, passing the limit was not always enough; inconclusive = no clear call, values can overlap the other calls;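 also: yeast W303a lacking pdr1 and pdr3 grown in galactose medium; growth measured after three days at 30 °C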
Anthrax LF inh2: inhibitors of Bacillus anthracis lethal factor protease; P15917; multiplex microsphere protease cleavage assay, LF; inhibition, % at 10 µM; 360,000 compounds, 0.12% hits; AID 588501; also: plate controls were buffer without enzyme for full effect and enzyme alone for no effect
Yp Topo-I inh: inhibitors of Yersinia pestis topoisomerase I; Y. pestis Topo-I cleavage product accumulation, plate reader; activity, % at 10 µM; 360,000 compounds, 0.064% hits; AID 504884; in the data active = activity above about 50%, passing the limit was not always enough; inconclusive = no clear call, values can overlap the other calls; also: inactives centre near 2
FadD28 binding: M. tuberculosis FadD28 bisubstrate binding inhibition | inhibition, % at 12.5 µM | FadD28 bisubstrate probe binding, fluorescence polarization | 360,000 compounds, 0.22% hits; in the data active = inhibition above about 8.5%, passing the limit was not always enough; inconclusive = no clear call, values can overlap the other calls
TcdB inh: inhibitors of Clostridioides difficile toxin B glycohydrolase. P18177. TcdB glycohydrolase enzymatic assay, plate reader. inhibition, % at 9.99 µM. 350,000 compounds, 0.24% hits; in the data active = inhibition above about 10%
Target sequence (P18177 whole entry, looked up): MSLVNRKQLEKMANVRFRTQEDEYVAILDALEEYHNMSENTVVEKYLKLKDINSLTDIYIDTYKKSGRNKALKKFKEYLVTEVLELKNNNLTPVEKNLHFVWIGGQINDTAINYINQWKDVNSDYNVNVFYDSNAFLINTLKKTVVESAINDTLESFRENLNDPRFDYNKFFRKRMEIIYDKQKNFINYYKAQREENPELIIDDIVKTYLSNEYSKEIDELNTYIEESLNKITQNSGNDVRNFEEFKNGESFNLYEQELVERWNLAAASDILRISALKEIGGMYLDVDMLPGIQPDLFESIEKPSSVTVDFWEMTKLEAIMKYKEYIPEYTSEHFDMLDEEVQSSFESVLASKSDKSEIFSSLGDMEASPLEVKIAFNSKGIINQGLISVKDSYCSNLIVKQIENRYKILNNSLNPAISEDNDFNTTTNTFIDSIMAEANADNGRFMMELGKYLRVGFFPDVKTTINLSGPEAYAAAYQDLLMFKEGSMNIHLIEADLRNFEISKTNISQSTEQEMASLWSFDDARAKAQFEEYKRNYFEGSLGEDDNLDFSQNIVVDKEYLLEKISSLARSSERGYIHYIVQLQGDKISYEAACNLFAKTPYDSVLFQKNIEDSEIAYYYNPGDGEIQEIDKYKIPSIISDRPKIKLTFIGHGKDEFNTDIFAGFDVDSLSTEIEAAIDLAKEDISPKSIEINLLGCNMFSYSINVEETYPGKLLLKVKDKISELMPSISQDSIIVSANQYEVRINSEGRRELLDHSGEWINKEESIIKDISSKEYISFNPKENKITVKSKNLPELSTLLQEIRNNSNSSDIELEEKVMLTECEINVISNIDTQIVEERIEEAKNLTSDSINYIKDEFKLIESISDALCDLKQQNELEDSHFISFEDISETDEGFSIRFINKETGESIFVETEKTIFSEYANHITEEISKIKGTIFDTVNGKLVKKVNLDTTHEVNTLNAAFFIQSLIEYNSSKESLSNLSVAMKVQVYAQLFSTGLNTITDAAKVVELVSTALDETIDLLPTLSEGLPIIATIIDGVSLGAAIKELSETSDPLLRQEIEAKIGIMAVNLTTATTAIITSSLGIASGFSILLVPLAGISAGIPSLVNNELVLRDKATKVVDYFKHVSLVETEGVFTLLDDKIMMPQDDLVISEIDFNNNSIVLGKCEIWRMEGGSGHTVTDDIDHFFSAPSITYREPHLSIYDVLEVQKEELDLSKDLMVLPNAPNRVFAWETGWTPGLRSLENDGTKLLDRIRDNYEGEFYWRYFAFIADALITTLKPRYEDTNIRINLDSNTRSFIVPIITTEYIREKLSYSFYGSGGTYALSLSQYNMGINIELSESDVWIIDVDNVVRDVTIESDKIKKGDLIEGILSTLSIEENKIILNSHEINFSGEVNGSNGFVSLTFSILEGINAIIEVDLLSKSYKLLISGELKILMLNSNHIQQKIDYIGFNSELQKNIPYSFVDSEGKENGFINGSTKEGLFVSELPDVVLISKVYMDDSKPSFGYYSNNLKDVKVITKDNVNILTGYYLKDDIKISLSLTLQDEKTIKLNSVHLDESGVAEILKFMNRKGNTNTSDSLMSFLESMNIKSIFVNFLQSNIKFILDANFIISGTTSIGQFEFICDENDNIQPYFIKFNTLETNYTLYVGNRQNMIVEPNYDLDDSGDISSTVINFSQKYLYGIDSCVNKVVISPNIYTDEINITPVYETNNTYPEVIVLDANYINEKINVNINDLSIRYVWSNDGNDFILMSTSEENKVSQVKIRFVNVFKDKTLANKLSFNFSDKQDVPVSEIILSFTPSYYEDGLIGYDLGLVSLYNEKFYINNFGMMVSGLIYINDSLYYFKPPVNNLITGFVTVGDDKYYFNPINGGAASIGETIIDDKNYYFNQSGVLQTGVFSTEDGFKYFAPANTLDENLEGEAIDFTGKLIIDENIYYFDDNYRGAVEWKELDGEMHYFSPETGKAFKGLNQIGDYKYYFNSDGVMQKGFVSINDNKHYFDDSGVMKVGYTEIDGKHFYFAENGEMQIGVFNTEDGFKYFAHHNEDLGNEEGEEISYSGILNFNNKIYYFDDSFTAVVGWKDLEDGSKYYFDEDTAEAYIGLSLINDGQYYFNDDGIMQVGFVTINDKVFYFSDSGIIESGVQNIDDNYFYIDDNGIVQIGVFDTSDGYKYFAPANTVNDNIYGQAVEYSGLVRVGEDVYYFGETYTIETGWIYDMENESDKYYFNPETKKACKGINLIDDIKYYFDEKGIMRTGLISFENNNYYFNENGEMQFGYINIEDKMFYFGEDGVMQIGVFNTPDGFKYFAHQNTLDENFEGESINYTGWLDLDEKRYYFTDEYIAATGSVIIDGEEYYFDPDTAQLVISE
BoNT F protease: blocks Botulinum neurotoxin F light chain protease | inhibition, % at 10 µM | 360,000 compounds, 0.22% hits | Multiplex microsphere protease cleavage assay, flow cytometry; in the data active = inhibition above about 35%, passing the limit was not always enough; inconclusive = no clear call, values can overlap the other calls; also: plate controls were buffer without enzyme for full effect and enzyme alone for no effect
BoNT A protease: BoNT A light chain protease inhibition; inhibition, % at 10 µM; 360,000 compounds, 0.17% hits; multiplex microsphere protease substrate cleavage, flow cytometry; also: plate controls were buffer without enzyme for full effect and enzyme alone for no effect
Numbers without * were called inactive; ? = inconclusive; . = no result given; & = joins results of further samples. Rule as the data show it, unless noted: active = inhibition above about 30%; inconclusive = no clear call, values can overlap the other calls; inactive = below that.

# | Molecule | PrPC surface inh | CCHFV vOTU inh | PfHsp40 rescue | Anthrax LF inh2 | Yp Topo-I inh | FadD28 binding | TcdB inh | BoNT F protease | BoNT A protease
1 | CCC1CCCCN1S(=O)(=O)c1ccc(C(=O)Nc2nnc(-c3ccccc3Cl)o2)cc1 (stereo not given) | . | . | 0.3 | 5 | -9 | -0.5 | . | -40 | -1.9
2 | CCOC(=O)[C@H]1[C@H]2COc3ccc(OC)cc3[C@@H]2N2C(=O)c3cc(C)ccc3NC(=O)[C@@]12C | 7 | 4 | 0.4 | 4 | 24 | -1.8 | 1.2 | -2 | 0.2
3 | Cc1nnc(SCC(=O)Nc2cc(C(N)=O)cc(C(N)=O)c2)n1-c1ccccc1 | 45* | 23 | 0.3 | 1 | 7 | -0.3 | 1.0 | 0 | -1.5
4 | CCOC(=O)Cc1csc(Nc2ccc(Cl)cc2)n1 | 2 | 12 | -1.0 | -1 | 5 | -1.8 | 1.2 | -2 | -0.7
5 | CN(C)CCCNc1ncnc2c1cnn2-c1ccccc1 | . | . | 7.6 | -6 | -7 | -2.0 | . | -9 | -0.7
6 | CC(C)(C)N(NC(=O)c1ccccc1)C(=O)c1cccc(C(=O)N(NC(=O)c2ccccc2)C(C)(C)C)c1 | 2 | 4 | -0.7 | -6 | -3 | 1.1 | 1.1 | 0 | 0.7
7 | CCOc1ccc(N(CC(=O)Nc2ccc(C)cc2)S(=O)(=O)c2c(C)[nH]c(=O)[nH]c2=O)cc1 | -1 | 8 | 0.4 | -5 | 1 | -4.3 | -0.6 | -6 | -1.3
8 | O=C(CSc1nc2ccccc2[nH]1)Nc1ccc2[nH]c(=O)[nH]c2c1 | 3 | 21 | -0.6 | 2 | -4 | -4.8 | -5.9 | -3 | 0.3
9 | COc1ccc(-c2cc(C(=O)N(C)Cc3ccccc3)no2)cc1OC | . | . | 1.6 | -1 | 6 | -2.6 | 1.2 | -8 | -0.7
10 | COc1ccc(CN(C(C)=O)c2ccccc2C(=O)O)cc1 | -5 | -10 | -0.3 | 6 | 2 | -2.3 | -1.0 | -4 | -0.2
11 | Cc1ccnc(SCC(=O)Nc2cc(C)on2)n1 | 1 | 17 | -0.6 | -1 | -5 | -0.5 | 1.2 | 1 | -1.7
12 | Cc1ccc(NC(=O)C2COc3ccccc3O2)nc1 (stereo not given) | 3 | 14 | 0.4 | 0 | 1 | -5.1 | . | -4 | 0.3
13 | Cc1[nH]c2ccc(C(=O)O)cc2c1C | -1 | -14 | 0.7 | -2 | -6 | -0.3 | . | -17 | -2.4
14 | COc1ccc(CC(=O)N(Cc2ccccc2)C(C)C)cc1 | 4 | -4 | -0.8 | -2 | 15 | -1.3 | -3.0 | ? | 2.2
15 | CC(C)n1c(SCC(=O)NC2CC2)nnc1-c1ccco1 | -1 | 14 | -0.4 | -3 | 0 | -2.1 | -1.3 | 6 | 2.2
16 | CCn1c(Cn2nnc(-c3ccccc3)n2)nnc1SCC(=O)Nc1cccc(C)c1C | -1 | 1 | 1.2 | 4 | 33 | -5.2 | . | 0 | 0.2
17 | CCc1nc2ccccc2c(=O)n1-c1ccc2ccccc2c1 | -7 | 6 | 4.4 | 0 | 9 | -4.7 | . | -16 | -0.7
18 | Cc1cccc(C(=O)N=c2c(C#N)cc3c(=O)n4cccc(C)c4nc3n2Cc2ccco2)c1 | -3&1 | -194&-182 | 0.4&0.4 | 17&-2 | 2&20 | -3.3&-2.1 | -1.3 | 20&3 | 8.5&6.3
19 | CCOC(=O)CSC1=C(C#N)C(c2ccccc2)C(C(C)=O)=C(C)N1 (stereo not given) | -6 | -5 | 0.3 | -1 | -5 | -1.0 | . | -5 | 0.3
20 | COc1cccc(C2c3[nH]c4ccccc4c3CCN2Cc2cccc(C)n2)c1 (stereo not given) | 3 | -7 | 1.7 | -1 | 14 | -4.0 | -8.4 | -3 | 0.5
21 | CCOC(=O)C1C(=O)CC(C)(O)C(C(=O)OCC)C1c1cc(Br)ccc1OC (stereo not given) | -1 | 9 | 1.2 | -3 | 4 | -3.1 | . | 8 | -2.4
22 | COc1cc(CC(NC(C)=O)C(=O)NC2CCN(C(=O)Nc3ccc(C)cc3)CC2)cc(OC)c1 (stereo not given) | 1 | 7 | -0.7 | 0 | 8 | -1.9 | 1.5 | 8 | -2.0
23 | COc1ccc(NC(=O)c2ccc(-n3cccn3)c([N+](=O)[O-])c2)cc1 | -26 | 5 | 0.0 | -1 | 3 | -0.6 | 2.9 | 8 | 2.0
24 | COc1ccc(Cn2nnnc2CN(Cc2cc3cc(C)ccc3[nH]c2=O)C2CCCC2)cc1 | -1 | -21 | 0.6 | -2 | 4 | -1.9 | 1.4 | -12 | -1.9
25 | CCOc1ccccc1OCC(=O)Nc1ccc(Cl)cc1C(=O)c1ccccc1 | -1 | -1 | 0.2 | -3 | -5 | 1.8 | 0.0 | -5 | 0.5
26 | CCN(CC)CCn1c(NS(=O)(=O)c2ccc(Cl)cc2)nc2ccccc21 | -10 | -2 | 0.5 | 3 | 7 | 0.6 | 2.6 | -21 | 0.0
27 | O=C(Nc1ccc(NC(=O)c2cccs2)cn1)c1ccco1 | 8 | 21 | 7.0 | -5 | 2 | -1.5 | . | -5 | 0.9
28 | CN(C)c1nc(SCCOC(=O)Nc2ccccc2)nc(N(C)C)n1 | -2 | -2 | 0.2 | -12 | -8 | -1.3 | . | -13 | -1.9
29 | CCCCC1=NN(C(=O)c2cccnc2)C(O)(C(F)(F)F)C1 (stereo not given) | -2 | 10 | . | -12 | 3 | -1.8 | -0.9 | 2 | 0.2
30 | CC(=O)N(Cc1ccc(F)cc1)C1=C(NCCc2ccccc2)C(=O)c2ccccc2C1=O | 12 | 87* | -1.1 | -4 | 18 | 1.3 | . | -14 | 0.1

Among those listed so far, 6 have an aryl thioether with sulfur outside any ring:
# | Molecule | PrPC surface inh | CCHFV vOTU inh | PfHsp40 rescue | Anthrax LF inh2 | Yp Topo-I inh | FadD28 binding | TcdB inh | BoNT F protease | BoNT A protease
3 | Cc1nnc(SCC(=O)Nc2cc(C(N)=O)cc(C(N)=O)c2)n1-c1ccccc1 | 45* | 23 | 0.3 | 1 | 7 | -0.3 | 1.0 | 0 | -1.5
8 | O=C(CSc1nc2ccccc2[nH]1)Nc1ccc2[nH]c(=O)[nH]c2c1 | 3 | 21 | -0.6 | 2 | -4 | -4.8 | -5.9 | -3 | 0.3
11 | Cc1ccnc(SCC(=O)Nc2cc(C)on2)n1 | 1 | 17 | -0.6 | -1 | -5 | -0.5 | 1.2 | 1 | -1.7
15 | CC(C)n1c(SCC(=O)NC2CC2)nnc1-c1ccco1 | -1 | 14 | -0.4 | -3 | 0 | -2.1 | -1.3 | 6 | 2.2
16 | CCn1c(Cn2nnc(-c3ccccc3)n2)nnc1SCC(=O)Nc1cccc(C)c1C | -1 | 1 | 1.2 | 4 | 33 | -5.2 | . | 0 | 0.2
28 | CN(C)c1nc(SCCOC(=O)Nc2ccccc2)nc(N(C)C)n1 | -2 | -2 | 0.2 | -12 | -8 | -1.3 | . | -13 | -1.9

The listing picks up with the two entries that preceded the break.
# | Molecule | PrPC surface inh | CCHFV vOTU inh | PfHsp40 rescue | Anthrax LF inh2 | Yp Topo-I inh | FadD28 binding | TcdB inh | BoNT F protease | BoNT A protease
29 | CCCCC1=NN(C(=O)c2cccnc2)C(O)(C(F)(F)F)C1 (stereo not given) | -2 | 10 | . | -12 | 3 | -1.8 | -0.9 | 2 | 0.2
30 | CC(=O)N(Cc1ccc(F)cc1)C1=C(NCCc2ccccc2)C(=O)c2ccccc2C1=O | 12 | 87* | -1.1 | -4 | 18 | 1.3 | . | -14 | 0.1
31 | O=C(Cc1ccccc1)Nc1ccc(NC(=O)c2ccco2)cc1Cl | -1 | 13 | -0.2 | -4 | 0 | 0.1 | 1.1 | 2 | -0.6
32 | N[C@@H](CCl)C(=O)O | -2 | 3 | 0.3 | 0 | 4 | -1.6 | 0.6 | 0 | -0.4
33 | CCN(CC)CC(O)CN(c1ccccc1)S(=O)(=O)c1ccc2ccccc2c1 (stereo not given) | -25 | -9 | -1.5 | 15 | 2 | -0.4 | -0.6 | 19 | -2.9
34 | O=C(O)CSCC(=O)N1N=C2/C(=C/c3ccccc3)CCCC2C1c1ccccc1 (stereo not given) | 5 | 20 | 9.8 | -19 | 6 | -1.7 | -3.6 | -6 | -3.3
35 | Cc1cc(OCC(=O)NCc2ccccn2)c2c(C)c(Cc3ccccc3)c(=O)oc2c1 | 2 | -1 | 0.1 | -1 | 5 | -2.0 | -0.3 | 1 | 0.3
36 | Cc1ccc(C(C)C)c(OCC(=O)Nc2ccc3c(c2)nc(CN2CCCC2)n3C)c1 | -7 | 9 | -1.1 | -1 | 36 | -5.6 | . | 4 | 1.8
37 | COc1ccc(N(CC(=O)N/N=C/c2ccc(F)cc2)S(=O)(=O)c2ccccc2)cc1 | -7 | 15 | 0.8 | 6 | -1 | 0.0 | -0.3 | -5 | -1.8
38 | CC(=O)NCC1(O)CCCC(C)C1 (stereo not given) | -4 | 7 | 0.5 | 0 | 7 | -1.8 | 1.3 | 9 | 0.9
39 | CC(C)C1C(=O)N(Cc2cn(Cc3ccco3)nn2)CCS(=O)(=O)N1Cc1ccc(-c2ccc(Cl)c(Cl)c2)cc1 (stereo not given) | 6 | 8 | . | -1 | -2 | -1.8 | 0.3 | 3 | 0.1
40 | O=[N+]([O-])/C=C1\NCCN1Cc1ccc(Cl)nc1 | -1&-6 | -3&5 | 0.1&1.2 | -7&-2 | 3&-4 | -0.2&-2.3 | 0.7&0.1 | -5&0 | 1.0&0.6
41 | COc1cc(C(=O)NCC2(N(C)C)CCCCC2)ccc1OCc1ccccc1 | -13 | 4 | -2.4 | 0 | -2 | -1.7 | -2.7 | 10 | -1.0
42 | COc1ccc(OC)c2[nH]c(=O)c(CCNC(=O)C(C)C)cc12 | 6 | -7 | -1.1 | -3 | 2 | -0.5 | -0.2 | -7 | -0.4
43 | CN(C)c1nc(N)nc(-c2cccnc2)n1 | -4 | -1 | -1.3 | -4 | 2 | -0.6 | . | -6 | -0.7
44 | Cc1ccc(C)c(C(=O)O/N=C(\N)c2ccc(Br)cc2)c1 | 0 | 1 | 502* | 5 | 4 | -0.2 | . | 5 | 0.1
45 | CCOc1ncnc2c1sc1nc(C)cc(C)c12 | -4 | -6 | 0.2 | -2 | 5 | -1.5 | 0.5 | -1 | 1.2

Gathered by group, the entries above with a cyano group.
# | Molecule | PrPC surface inh | CCHFV vOTU inh | PfHsp40 rescue | Anthrax LF inh2 | Yp Topo-I inh | FadD28 binding | TcdB inh | BoNT F protease | BoNT A protease
18 | Cc1cccc(C(=O)N=c2c(C#N)cc3c(=O)n4cccc(C)c4nc3n2Cc2ccco2)c1 | -3&1 | -194&-182 | 0.4&0.4 | 17&-2 | 2&20 | -3.3&-2.1 | -1.3 | 20&3 | 8.5&6.3
19 | CCOC(=O)CSC1=C(C#N)C(c2ccccc2)C(C(C)=O)=C(C)N1 (stereo not given) | -6 | -5 | 0.3 | -1 | -5 | -1.0 | . | -5 | 0.3
